Compound activity (PubChem BioAssay)
HCT116 PTEN-null: growth suppression of PTEN-null HCT116, primary screen, cell-based, CellTiter-Glo. HCT116 PTEN-null viability, 60 h; active compounds read low. viability, % at 10 µM. 140,000 tested, 1.2% active. AID 827, 2007;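 active = viability at or below a set limit, 4 SD under the median of all tested compounds, cut at about 3.7% in these data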;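 also: PTEN knockout HCT116 line with beta catenin targeted HCT116 as companion control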
Measles CPE: compounds protecting cells from measles virus cytopathic effect, primary screen, measles RdRp inhibitor project, single point, MLSMR library, absorbance. 140,000 tested, 1.5% active. protection (pct of control), % at 4 µM. Measles virus-infected cells, CPE protection; in the data active = protection mostly above about 24%, no sharp cut-off; inactive = mostly below about 26%; also: some compounds called inactive have numbers as strong as hits
BB579 growth dn: growth inhibitors of yeast BB579 in restrictive medium, primary screen, yeast lifespan-shortening project, S. cerevisiae; OD615, 48 h; inhibition, % at 10 µM; 140,000 tested, 0.51% active;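 active = inhibition above a set limit, 3 SD over the mean compound inhibition, cut at about 44% in these data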; also: inactives centre near -24
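Assay system – yeast BB579 (DeaD) · Dosing – single compound dose of 10 µM, 0.25% DMSO final · Detection – OD615 turbidity measurement · Buffer or medium – CSMM-D restrictive synthetic medium containing dextrose (glucose) · Benchmarks – positive control amphotericin B 10 µg/mL · Incubation – 48 h exposure, 30 °C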
E-sel TNF inh: E-selectin induction blockers in HUVEC – imaging, immunofluorescence, high content, primary screen | HUVEC TNFa-induced E-selectin immunofluorescence | inhibition, % at 2 µM | 120,000 tested, 0.71% active | AID 1246, 2008;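 active = inhibition above the batch mean plus 3 SD, and confirmed as a hit on visual image review, cut at about 43% in these data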;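 also: 0% = TNF-stimulated DMSO wells and 100% = unstimulated control wells; not every result past the cut was called active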
Yeast lifespan up: compounds extending yeast replicative lifespan, primary screen, S. cerevisiae, OD615; S. cerevisiae growth with nicotinamide; deaD strain in restrictive glucose medium; inhibition of the nicotinamide effect, % at 10 µM; 130,000 tested, 0.68% active; AID 775, 2007;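 active = inhibition above a set limit, placed 3 SD over the median of all compounds, cut at about 26% in these data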;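 also: 0% = nicotinamide-treated wells and 100% = cells grown without nicotinamide; some compounds called inactive have numbers as strong as hits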
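Assay system: engineered S. cerevisiae DeaD replicative-lifespan strain, galactose-grown log-phase cells; medium: restrictive CSMM-D dextrose medium; also added: nicotinamide, 1.5 mM, co-present with compound; schedule: 48 h compound exposure at 30 °C, humidified; detection: absorbance at 615 nm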
GALR2 antag: GALR2 antagonists in receptor-expressing cells, primary screen; Galanin receptor type 2 (Homo sapiens), O43603; antagonist mode; inhibition, % at 4 µM; 140,000 tested, 0.39% active; AID 828, 2007; in the data active = inhibition above about 27%;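 also: cells stimulated with galanin 1-16 at roughly its EC80; 0% = agonist challenge control and 100% = basal control without agonist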
Target sequence (O43603 whole entry, looked up): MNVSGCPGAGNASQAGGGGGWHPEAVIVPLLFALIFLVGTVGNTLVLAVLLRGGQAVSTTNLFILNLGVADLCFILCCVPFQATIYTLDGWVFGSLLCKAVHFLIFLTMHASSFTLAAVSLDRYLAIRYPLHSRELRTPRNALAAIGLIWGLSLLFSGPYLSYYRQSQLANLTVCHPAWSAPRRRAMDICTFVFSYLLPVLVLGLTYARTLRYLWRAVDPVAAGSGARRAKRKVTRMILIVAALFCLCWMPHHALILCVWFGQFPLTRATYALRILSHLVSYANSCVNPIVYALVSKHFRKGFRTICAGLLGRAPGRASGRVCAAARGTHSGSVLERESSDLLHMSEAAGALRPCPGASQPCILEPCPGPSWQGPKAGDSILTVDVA
NPY Y2 blocker: NPY-Y2 receptor antagonists, primary screen, cell-based; Neuropeptide Y receptor type 2 (Homo sapiens), P49146; NPY-Y2 expressing cells, antagonist mode; inhibition, % at 2.7 µM; 140,000 tested, 0.99% active; AID 793, 2007; in the data active = inhibition above about 17%;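 also: 0% = vehicle with agonist challenge and 100% = reference antagonist with challenge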
Target sequence (P49146 whole entry, looked up): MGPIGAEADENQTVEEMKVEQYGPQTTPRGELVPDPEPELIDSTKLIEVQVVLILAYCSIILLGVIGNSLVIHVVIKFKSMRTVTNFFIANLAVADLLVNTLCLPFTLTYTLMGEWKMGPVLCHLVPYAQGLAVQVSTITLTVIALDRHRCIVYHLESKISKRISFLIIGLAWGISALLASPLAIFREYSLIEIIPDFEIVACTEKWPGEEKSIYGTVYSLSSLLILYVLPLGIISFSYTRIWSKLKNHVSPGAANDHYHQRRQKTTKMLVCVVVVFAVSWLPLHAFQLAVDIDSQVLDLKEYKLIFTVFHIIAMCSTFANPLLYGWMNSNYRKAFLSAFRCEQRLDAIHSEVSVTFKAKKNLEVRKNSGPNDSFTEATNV
bCat KO growth: primary screen for growth suppressors in beta-catenin knockout HCT116 cells (colon tumor, human). HCT116 beta-catenin knockout viability, CellTiter-Glo, 60 h; active compounds read low. viability, % at 10 µM. 140,000 tested, 1.5% active;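 active = viability at or under a set limit, the compound median less 4 SD, cut at about 6% in these data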;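 also: 0% = Hyamine 1622 control at 20 µM and 100% = untreated cell control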
Phagocyt inh: inhibitors of macrophage phagocytosis, primary screen, imaging, J774A.1 cells, IgG beads | J774A.1 macrophage IgG-bead phagocytosis | inhibition, % at 5 µM | 110,000 tested, 0.07% active | AID 1029, 2008;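 active = inhibition above the mean of the plate negative controls plus 5 SD, cut at about 13% in these data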;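 also: phagocytic index as fraction of beads internalized from green versus red external bead signal; plate controls were DMSO negative control for no effect and cytochalasin-D positive control for full effect; some results beyond the cut were filed as inactive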
MRP1 act: H69AR viability gain despite doxorubicin, primary screen, MRP-1 activator project, H69AR cells, CellTiter-Glo. viability rescue. viability increase, % at 10 µM. 140,000 tested, 0.61% active;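 active = viability gain under doxorubicin at or above a set limit, the compound median plus 3 SD, cut at about 4.7% in these data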;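 also: MRP-1 overexpressing cells given doxorubicin 25 µM after compound pretreatment; 18-22 h compound pretreatment then 72 h with doxorubicin before readout; 0% = doxorubicin-only wells and 100% = vehicle-treated cells without doxorubicin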
* = called active by the depositor; nt = not tested or not shown. Rows are unselected; overall some 6.1% were active at least once.

SMILES	HCT116 PTEN-null	Measles CPE	BB579 growth dn	E-sel TNF inh	Yeast lifespan up	GALR2 antag	NPY Y2 blocker	bCat KO growth	Phagocyt inh	MRP1 act
CN1C(=O)CSc2ccc(NC(=O)NCc3ccco3)cc21	84	22	-57	5	-12	-16	8	80	0	-0.8
Cc1onc(-c2c(Cl)cccc2Cl)c1C(=O)N1CCc2ccccc2C1	64	11	-23	0	-1	-1	4	72	nt	-3.0
COC(=O)c1ccc(COc2ccccc2/C=N/NS(=O)(=O)c2ccccc2)cc1	14	10	-45	-26	-4	-8	6	12	-2	-2.8
O=C(c1ccccc1)c1c[nH]c2cc3c(cc2c1=O)OCCO3	83	11	-10	2	nt	-2	1	81	nt	-2.3
COc1ccc([N+](=O)[O-])cc1NC(=O)CSc1nncn1-c1ccccc1	98	24	-26	-1	2	12	3	89	-8	1.2
Cc1cccc(C)c1NC1=NC(C)(C)N=C(N)N1	92	5	-30	8	-13	7	1	98	-1	-1.4
CC(C)Cn1c(N)c(C(=O)COC(=O)c2ccncc2)c(=O)n(C)c1=O	84	6	-22	31	-15	2	3	87	nt	-2.0
COC(=O)c1sc2nc(SCc3ccccc3C#N)n(N)c(=O)c2c1C	100	8	-2	nt	-4	-4	0	104	-15	-2.9
CCOC(=O)N1CCN(C(=O)c2cc(-n3cnnc3)ccc2Cl)CC1	106	14	-22	7	-2	-15	0	102	-4	-0.4
CCn1c(Cc2ccccc2)nnc1SCc1cccc(C(=O)O)c1	116	15	-5	8	2	7	1	89	-3	1.1
Cn1c(C(=O)Nc2ccc3c(c2)OCO3)cc2c(=O)n(C)c3ccccc3c21	78	4	-41	16	-5	7	2	81	3	-2.7
COc1c(/C=N/Nc2ccc([N+](=O)[O-])cc2[N+](=O)[O-])c(C)nn1-c1ccccc1	75	3	-38	16	37	-1	0	65	nt	-4.6
O=C(c1ccco1)N1CCN(C(c2cccs2)c2nnnn2C2CCCCC2)CC1 (centres undefined)	72	19	-12	-13	-7	0	3	69	-1	-1.1
COC(=O)c1ccc(COc2ccc(/C=C(\C#N)c3nc4ccccc4[nH]3)cc2OC)o1	12	6	-33	24	-5	16	-2	39	nt	-2.6
O=c1nc(N2CCCCC2)nc2n1CCO2	90	4	-38	21	-13	-8	1	79	0	-1.4
Cc1ccc(CNC(=O)CC2C(=O)Nc3c2c(=O)n(C)c(=O)n3Cc2ccccc2)cc1 (centres undefined)	84	6	-16	-22	-6	15	5	86	-1	-1.6
COc1ccccc1C1NC(=O)NC(C)=C1C(=O)Nc1cccc(C)c1C (centres undefined)	106	14	-13	-7	0	-1	2	93	0	-1.8
O=C(Nc1ccccc1)c1ccc(S(=O)(=O)N2CCCC2)cc1	99	15	-8	-15	-9	8	4	95	0	0.4
COc1cc(S(=O)(=O)Nc2ccccn2)ccc1F	92	7	-62	19	-6	1	1	95	0	-1.1
CCN(CC)c1c(-c2ccccc2)c2cc(C)ccc2[nH]c1=O	83	10	-12	-11	-6	-13	11	95	nt	-0.1
COc1cccc(CNC(=O)C2CCN(S(=O)(=O)N3CC(C)CC(C)C3)CC2)c1 (centres undefined)	105	6	-33	4	-9	-9	0	98	nt	-1.6
C=CCn1c(Cc2cccs2)nnc1SCC(=O)c1ccc2ccccc2c1	94	15	-12	-3	-9	8	8	106	0	-0.2
CCN1CCN(C(=S)c2ccc([N+](=O)[O-])cc2)CC1	83	6	-12	-1	-1	-11	2	86	-11	1.2
Cc1ccc(C)c(NC(=O)C2CC=CCC2C(=O)O)c1 (centres undefined)	103	4	-56	nt	-5	12	2	107	0	-0.9
C=CCN(C1CCCCC1)S(=O)(=O)c1ccc2c(c1)oc(=O)n2C	84	10	-22	nt	2	-8	2	88	0	-3.8
Further compounds.
SMILES	HCT116 PTEN-null	Measles CPE	BB579 growth dn	E-sel TNF inh	Yeast lifespan up	GALR2 antag	NPY Y2 blocker	bCat KO growth	Phagocyt inh	MRP1 act
Cc1cccc(N(C)c2cc(C)nc3ncnn23)c1	100	8	-32	-25	2	8	1	103	nt	-2.1
O=c1onc(-c2ccc(Cl)cc2)n1Cc1ccc(F)cc1	88	24	1	10	-3	9	2	88	-10	-1.0
O=C(c1ccc(Cl)cc1)c1oc2ccccc2c1CS(=O)c1ccc(Cl)cc1 (centres undefined)	84	3	-32	-14	-4	4	2	81	0	0.6
CC(=O)Oc1ccc2c(c1)OC(c1ccccc1)CC21CC(C)(C)NC(=O)N1 (centres undefined)	88	4	-38	2	2	-13	3	93	-1	-1.0
O=C(/C=C/c1cccc([N+](=O)[O-])c1)N1CCN(Cc2ccc3c(c2)OCO3)CC1	82	7	-43	-10	6	-1	7	84	-9	-1.9
O=C(COc1ccc(Cl)cc1Br)N1CCN(c2ccccc2)CC1	102	7	-22	13	0	5	6	97	-1	-0.3
O=C(c1ccccc1-c1nc(-c2ccccc2)no1)N1CCCC1	86	21	-31	10	-2	-9	-1	90	nt	-4.0
CCOC(=O)N1CCC(N2C(=O)c3ccccc3C2Nc2cc(C(=O)OC)cc(C(=O)OC)c2)CC1 (centres undefined)	84	5	1	-1	-10	11	10	85	0	-1.0
CC(=O)Nc1ccc(C(=O)N(C)C(C(=O)Nc2ccccc2)c2ccccn2)cc1 (centres undefined)	100	4	-11	-9	2	-3	0	94	-3	-2.4
Cc1occc1C(=O)N1CCN(Cc2ccccc2)CC1	97	3	13	-6	-16	-1	4	103	-1	-0.5
CCOC(=O)c1nnn(-c2nc(OC)nc(N3CCCC3)n2)c1-c1ccccc1	93	8	-17	6	-5	3	0	91	0	-4.2
COC(=O)Cc1cc(=O)n2[nH]c(C)cc2n1	88	12	-19	7	-2	-18	2	93	nt	-3.6
C=CCNS(=O)(=O)c1cccc2cc(C(=O)O)c(O)cc12	94	5	-24	-6	-19	8	1	103	nt	-0.9
CC(C)=CCSc1nnc([C@@H](NC(=O)OC(C)(C)C)C(C)C)o1	69	6	5	-34	-27	9	4	60	0	-3.7
O=C(c1ccco1)c1n[nH]nc1-c1ccccc1	103	3	-29	-11	-13	0	12	94	nt	0.2
O=S(=O)(c1ccc2c(c1)OCO2)N1CCN(c2nnnn2-c2ccccc2)CC1	90	19	-42	-85	-4	12	2	93	2	-1.1
NNC(=O)c1ccc(Cn2cc(Br)cn2)cc1	102	11	-28	5	4	-6	3	99	-2	-0.7
Cc1ccc(S(=O)(=O)NC(CC(C)C)C(=O)Nc2nccs2)cc1 (centres undefined)	96	9	-47	-2	-4	-18	-2	94	-1	-1.1
Cc1cccnc1Nc1nc(-c2ccccn2)cs1	0.8*	5	95*	19	-15	27*	5	0.7*	2	-6.4
Nc1ncnc2nc(SCCc3ccccc3)[nH]c12	106	25	-19	51	nt	18	3	95	1	-3.6
OC(COCc1ccco1)CN1CCN(c2ccccc2)CC1 (centres undefined)	91	1	-17	-7	4	1	1	98	-1	-2.0
O=C(NCc1ccccc1C(F)(F)F)C1CC(c2ccccc2[N+](=O)[O-])=NO1 (centres undefined)	101	17	-28	-4	-7	-2	3	94	nt	-4.0
S=c1[nH]nc(C2CC2c2ccc(Cl)cc2)n1-c1ccc(Cl)cc1 (centres undefined)	80	31	5	nt	-3	-1	-1	85	-4	0.2
Cc1nn(CC(=O)Nc2nc3ccccc3s2)c(C)c1[N+](=O)[O-]	90	2	-43	-12	-4	-3	4	89	6	-3.1
CN(CC(=O)Nc1ccc(Cl)cc1)CC(=O)Nc1ccc(F)c(F)c1F	82	14	-15	nt	-10	-16	0	80	-1	-2.4
(cont.)
SMILES	HCT116 PTEN-null	Measles CPE	BB579 growth dn	E-sel TNF inh	Yeast lifespan up	GALR2 antag	NPY Y2 blocker	bCat KO growth	Phagocyt inh	MRP1 act
Cc1cccc(N2CCN(C(=O)C3CCCCC3)CC2)c1C	81	2	-11	nt	-7	-2	8	81	2	2.3
COC(=O)CSc1ccc2nnc(-c3ccc(OC)c(OC)c3)n2n1	95	13	-12	nt	-1	7	1	94	0	-0.9
COc1cccc(NC(=O)c2oc3ccccc3c2NC(C)=O)c1	88	5	-35	3	-20	10	4	104	nt	1.4
CC(C)CSc1nnc(N)s1	122	6	-69	-12	-3	-12	3	100	-1	-1.0
CC(=O)Nc1c(NCC(C)C)c2ccccc2oc1=O	97	7	-25	7	-8	7	0	101	nt	0.5
O=C(CSc1nc(-c2ccc(F)cc2)cs1)NC(=O)NCc1ccco1	102	8	-33	nt	-6	1	5	90	1	-3.7
Cc1ccccc1C(=O)N/N=C/c1ccncc1	85	2	-33	-49	-16	5	3	92	nt	-0.4
COc1ccc(NC(=O)c2ccc(COc3ccccc3OC)o2)cc1OC	90	5	-51	-9	-14	7	0	89	0	-0.3
Cc1ccccc1S(=O)(=O)NC1OC(=O)C(Cl)=C1Cl (centres undefined)	107	nt	-73	3	-5	21	0	101	0	-1.8
C=CCn1c(-c2ccccc2)nc2nc3ccccc3nc21	94	6	17	-56	-18	4	5	87	0	-3.8
COc1ccc(C(=O)NCC(=O)NCC2(N(C)C)CCCCC2)cc1OC	104	8	-80	-18	-2	10	0	94	0	0.6
Cc1cc(NC(=O)CCC(=O)N(CC(=O)NC2CCCC2)Cc2ccc(F)cc2)no1	100	3	-36	-7	-5	4	0	96	-1	0.6
O=c1ccc(NS(=O)(=O)c2ccc(Cl)cc2)cn1Cc1ccc(Cl)c(Cl)c1	91	3	-28	-37	-14	-11	1	86	nt	-1.6
COc1ccc(CCNC(=O)C2CCN(S(=O)(=O)c3c(C)noc3C)CC2)cc1OC	109	8	-18	-3	-19	-2	6	94	-1	-0.4
COC(=O)c1cc(COC(=O)c2cccnc2SC)oc1C	97	8	9	-15	-10	-8	7	100	-1	-1.8
CCC(NC(=O)Nn1cnnc1)(C(F)(F)F)C(F)(F)F	104	14	-11	13	-8	-6	1	101	nt	-1.3
Cc1csc(NC(=O)CCn2c(=O)oc3ccccc32)n1	102	25	-13	32	-9	-1	1	101	nt	-1.1
COc1ccccc1NC(=O)C1=C(C)Nc2nnnn2C1c1cc(Br)ccc1OC (centres undefined)	59	10	-47	-14	-12	9	0	44	nt	-6.2
CCN(CC)S(=O)(=O)c1cccc(NC(=O)CN2C(=O)c3ccc([N+](=O)[O-])cc3C2=O)c1	95	9	7	nt	-3	1	0	95	-5	-1.0
Cc1c(CN(C)C)c2c(n1Cc1ccccc1)C(=O)c1ccc(Br)cc1-2	8	14	-23	-2	-11	-12	-1	10	0	-5.6
